MRP reversal = compounds reversing MRP-mediated drug resistance. H69AR cells + 2 uM doxorubicin, CellTiter-Glo, 72 h. differential viability (reversal), % at 10 µM. 0.04% of 85,000 active. AID 602;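 active = viability drop by adding the cancer drug above about 55%, with treated viability meeting a 40% cutoff, limit read from the data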;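 also: viability without doxorubicin minus viability with 2 µM doxorubicin for each compound; larger differential means the compound sensitizes cells more to doxorubicin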
PLAP inhibitors HTS = PLAP enzyme inhibitors, biochemical, luminescence, HTS (AID 690); purified PLAP, luminescent substrate; higher % means a stronger effect; one-dose inhibition, % at 20 µM; IC50 in µM for titrated hits; 0.08% of 96,000 active; in the data active = a potency from the dose series; inactive = the rest, 99 in 100 with inhibition below about 30%; also: strong numbers were not always called active
NFkB transloc inh = blocks IL-1B driven NFkB nuclear translocation in HUVEC cells; 0.43% of 94,000 active; HUVEC IL-1B NFkB p65 nuclear translocation imaging; inhibition, % at 2 µM;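 active = inhibition above about 30% together with a positive call from visual inspection of the well image, limit read from the data; inconclusive = inhibition above a set limit but visual check negative; inactive = inhibition not above a set limit, visual check negative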;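 also: nuclear over cytoplasmic p65 intensity ratio measured by imaging; 0% = IL-1B stimulated DMSO wells and 100% = unstimulated DMSO wells; values of inactives mirror those of a sister screen read the other way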
Bcl-B displacement = displacers of TR3 peptide from Bcl-B, primary screen, selectivity assay for Bfl-1 inhibitor project, biochemical, fluorescence polarization; AID 748; 0.11% of 96,000 active; FP displacement of FITC-TR3 peptide from Bcl-B; higher % means a stronger effect; one-dose displacement, % at 20 µM; IC50 in µM for titrated hits;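 active = displacement above 50% at 20 µM plus a fluorescence interference ratio under 1.5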;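 also: plate controls were wells without compound for no effect and wells lacking Bcl-B protein for full effect; a part of the inactive calls stands beside numbers as strong as those of hits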
IL1B NFkB pot = enhances IL-1B driven NFkB nuclear translocation. HUVEC IL-1B NFkB p65 nuclear translocation imaging. activation, % at 2 µM. 0.3% of 94,000 active. AID 819;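 active = activation above 40%, about the mean plus 3 SD, also judged a hit on visual image review; inconclusive = activation above 40% but not a hit on visual review; inactive = activation not above 40% and no visual hit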;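 also: percent activation is computed from the nuclear over cytoplasmic p65 intensity ratio; values of inactives mirror those of a sister screen read the other way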
MRP reversal cytotoxicity = also measured in MRP reversal; calls as there; viability, %; H69AR cells, CellTiter-Glo, 72 h; measured here: cytotoxicity without doxorubicin
MRP reversal with doxorubicin = second read-out of MRP reversal, no call of its own (marks repeat the call); viability, %; measured here: viability with 2 uM doxorubicin; stronger effect = lower value
NFkB transloc inh cell count 2 µM = also measured in NFkB transloc inh; calls as there; cell count; measured here: cells passing quality filter;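 raw number of nuclei counted in each imaged well without normalization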
IL1B NFkB pot cell count 2 µM = recorded beside IL1B NFkB pot, whose call it bears; cell count; measured here: cells passing quality filter
Starred values were filed as active, the others as inactive; u = inconclusive; x = not tested or not shown.

SMILES | MRP reversal | MRP reversal cytotoxicity | MRP reversal with doxorubicin | PLAP inhibitors HTS | NFkB transloc inh | NFkB transloc inh cell count 2 µM | Bcl-B displacement | IL1B NFkB pot | IL1B NFkB pot cell count 2 µM
O=C(CN1CCN(S(=O)(=O)c2ccc(Cl)cc2)CC1)NC(=O)NC1CCCCC1 | x | x | x | -103% | 5 | 160 | 0% | -5 | 160
COc1ccc(-c2ccnc3nc(Sc4ncc(C(F)(F)F)cc4Cl)nn23)cc1 | x | x | x | -23% | -2 | 153 | 3% | 2 | 153
CCC(=O)NC(O)C(=O)c1ccc(C)cc1 (configuration not stated) | 14 | 103 | 89 | 5% | 32* | 44* | -3% | -32 | 44
CCC(OC(=O)c1nsc(Cl)c1Cl)C(=O)NCc1ccco1 (configuration not stated) | 8 | 99 | 91 | -31% | 2 | 66 | 8% | -2 | 66
Cc1ccc(C2=CSC3=NCCN23)c(C)c1 | -3 | 81 | 84 | 14% | 3 | 112 | -7% | -3 | 112
CCCn1c(NCc2c[nH]c3ccccc23)nc2ccccc21 | -6 | 52 | 58 | 32% | -4 | 129 | 5% | 4 | 129
CC(OC(=O)c1nn(C)c(=O)c2ccccc12)C(=O)NCc1ccc2c(c1)OCO2 (configuration not stated) | 7 | 91 | 85 | -10% | 10 | 172 | 6% | -10 | 172
CCSc1ncc(C#N)c(=O)[nH]1 | -4 | 92 | 96 | 6% | -30 | 145 | 1% | 30 | 145
Cc1nn(Cc2ccc(C(=O)Nc3ccc(Br)c4cccnc34)o2)c(C)c1Br | 1 | 93 | 92 | x | -7 | 62 | x | 7 | 62
O=C(Cn1nc(C(F)F)cc1C(F)F)NNC(=S)Nc1ccc(F)cc1 | x | x | x | -142% | 17 | 220 | 5% | -17 | 220
Cc1ccc(C)c(N(CC(N)=O)S(C)(=O)=O)c1 | 4 | 102 | 97 | 23% | 4 | 155 | -4% | -5 | 155
c1ccc(-c2noc(C34CC5CC(CC(C5)C3)C4)n2)nc1 | 7 | 97 | 90 | -11% | 0 | 175 | -6% | 0 | 175
CC1CCC/C(=N\NC(=O)COc2ccc(Cl)cc2Cl)C1 (configuration not stated) | x | x | x | 5% | -18 | 160 | -5% | 18 | 160
COc1ccc(Cl)cc1NS(=O)(=O)c1cc(Cl)ccc1OC | -8 | 83 | 91 | 7% | -15 | 46 | -4% | 15 | 46
CC1(C)CC(=O)c2cnc(NCC3CCCO3)nc2C1 (configuration not stated) | 4 | 90 | 86 | -19% | -4 | 160 | -7% | 4 | 160
O=C(NC1CCCCC1)C1CCCN(c2nnnn2-c2ccccc2)C1 (configuration not stated) | 14 | 84 | 70 | -11% | -11 | 171 | -9% | 11 | 171
O=C(NCCc1ccccc1)C1CCN(S(=O)(=O)c2ccc(-n3cnnn3)cc2)CC1 | 19 | 106 | 87 | 12% | -1 | 172 | -5% | 1 | 172
CN(C)S(=O)(=O)c1ccc(N2CCOCC2)c(C(=O)O)c1 | x | x | x | 0% | -12 | 155 | 11% | 12 | 155
Cc1nc(N2CCOCC2)c(C#N)c(C)c1Br | 8 | 104 | 96 | -7% | -6 | 179 | -10% | 6 | 179
Cc1ccc2cc(CN(Cc3ccco3)C(=O)c3cccs3)c(=O)[nH]c2c1 | -18 | 21 | 39 | 6% | -45 | 142 | -3% | u | x

An excerpt from above in order of SMILES length, largest number first.
SMILES | MRP reversal | MRP reversal cytotoxicity | MRP reversal with doxorubicin | PLAP inhibitors HTS | NFkB transloc inh | NFkB transloc inh cell count 2 µM | Bcl-B displacement | IL1B NFkB pot | IL1B NFkB pot cell count 2 µM
O=C(CN1CCN(S(=O)(=O)c2ccc(Cl)cc2)CC1)NC(=O)NC1CCCCC1 | x | x | x | -103% | 5 | 160 | 0% | -5 | 160
O=C(Cn1nc(C(F)F)cc1C(F)F)NNC(=S)Nc1ccc(F)cc1 | x | x | x | -142% | 17 | 220 | 5% | -17 | 220
CN(C)S(=O)(=O)c1ccc(N2CCOCC2)c(C(=O)O)c1 | x | x | x | 0% | -12 | 155 | 11% | 12 | 155
CCSc1ncc(C#N)c(=O)[nH]1 | -4 | 92 | 96 | 6% | -30 | 145 | 1% | 30 | 145

Remaining list, next part.
SMILES | MRP reversal | MRP reversal cytotoxicity | MRP reversal with doxorubicin | PLAP inhibitors HTS | NFkB transloc inh | NFkB transloc inh cell count 2 µM | Bcl-B displacement | IL1B NFkB pot | IL1B NFkB pot cell count 2 µM
COC(=O)c1c(C(=O)OC)c(-c2ccccc2)n2c1CCC2 | x | x | x | -7% | -7 | 140 | -7% | 7 | 140
COCCOC(=O)c1c(C)oc2ccc(OC(=O)COc3c(F)c(F)c(F)c(F)c3F)cc12 | 13 | 86 | 72 | -3% | -1 | 138 | -4% | 1 | 138
Cc1nnsc1C(=O)Nc1ccc(Cl)cc1 | 17 | 95 | 78 | x | -11 | 197 | x | 11 | 197
Cc1cccc(-c2onc3ccc(C4(C)OCCO4)cc23)c1 | -5 | 74 | 80 | -80% | -14 | 176 | -44% | 14 | 176
CCOC(=O)N1CCN(c2c(N3CC=C(c4ccccc4)CC3)c(=O)c2=O)CC1 | 12 | 83 | 71 | -51% | 5 | 134 | 8% | -5 | 134
Cc1cc(C)cc(NC(=O)NCc2nnc(SCc3ccccc3)n2C)c1 | 8 | 95 | 87 | -34% | 4 | 103 | 6% | -4 | 103
O=C(Cn1nc(C(F)(F)F)c2c1CCCC2)NCCN1CCOCC1 | 1 | 104 | 103 | 11% | 3 | 159 | -1% | -3 | 159
COc1cccc(-c2cc(C(=O)N/N=C/c3ccc(OC)c(COC(C)=O)c3)c3ccccc3n2)c1 | x | x | x | -3% | 0 | 170 | 4% | 0 | 170
CS(=O)(=O)N1CCC(C(=O)NCc2ccco2)CC1 | 5 | 95 | 89 | -11% | -2 | 142 | -2% | 2 | 142
N#Cc1ccc(Oc2ccc(C(N)=O)cc2)cc1C#N | 17 | 98 | 81 | 17% | 22 | 60 | 4% | -22 | 60
CCn1c(C)nc2cc(C(=O)NNS(=O)(=O)c3c(C)c(C)cc(C)c3C)ccc21 | -5 | 87 | 92 | -96% | -2 | 113 | -3% | 2 | 113
O=C(c1cc2ccccc2oc1=O)N(Cc1ccc2c(c1)OCO2)Cc1ccco1 | 16 | 78 | 62 | -27% | -6 | 130 | 1% | 6 | 130
CCCc1nc2c(=O)n(C)c(=O)[nH]c2n1CCC | 8 | 101 | 94 | 4% | -1 | 150 | 10% | 1 | 150
O=C(Nc1nccs1)C1C2/C=C\CCCCC21 (configuration not stated) | 16 | 96 | 81 | 5% | -18 | 102 | 4% | 18 | 102
COc1ccc(C(=O)Nn2c(C)nnc2-n2nc(C)cc2C)cc1OC | 13 | 95 | 83 | x | 5 | 174 | x | -5 | 174
CCCCCCCCOC(=O)c1ccc(N)cc1 | -7 | 105 | 112 | x | -6 | 141 | x | 6 | 141
Cc1cccc(NC(=S)NC(=O)/C=C/c2ccco2)n1 | -24 | 33 | 57 | -47% | -1 | 183 | 11% | 1 | 183
CCOC(=O)c1c(N)sc2c1CCC1C(=O)N(C3CCCCC3)C(=O)C21 (configuration not stated) | 2 | 92 | 89 | -48% | -17 | 110 | -16% | 17 | 110
CCOc1ccc(N(CC(=O)OC)S(=O)(=O)c2c(C)noc2C)cc1 | 15 | 97 | 82 | -2% | -10 | 179 | 0% | 10 | 179
O=c1[nH]c(CSc2ncc(-c3ccc(F)cc3)n2Cc2ccco2)nc2ccccc12 | -7 | 74 | 81 | 0% | -8 | 205 | -8% | 8 | 205
CC(=O)OC(C)(C)C#CCN1CCCC1 | 1 | 103 | 102 | 24% | x | x | -2% | x | x
CCCn1c(N)c(C(=O)CSc2nnc(Cc3ccccc3)o2)c(=O)n(C)c1=O | -6 | 83 | 88 | x | -32 | 157 | x | 32 | 157
NCCc1nnc(SCc2ccccc2)o1 | -2 | 97 | 100 | 13% | -1 | 187 | 13% | 1 | 187
CC(=O)NCCOc1c(C)cc(S(N)(=O)=O)cc1C | -8 | 96 | 104 | 11% | 6 | 81 | -5% | -6 | 81
O=C(Nc1cc(S(=O)(=O)N2CCOCC2)ccc1O)c1ccco1 | 0 | 101 | 102 | -5% | -4 | 153 | -2% | 4 | 153
CCOc1ccccc1NC(=O)CCC(=O)Nc1ccc2nc(N3CCN(C)CC3)cc(C)c2c1 | 13 | 101 | 89 | -41% | 0 | 165 | -3% | 0 | 165
COc1ccc(Cn2nnnc2C(c2cc3cc(C)cc(C)c3[nH]c2=O)N2CCOCC2)cc1 (configuration not stated) | 0 | 91 | 91 | -56% | 10 | 74 | 0% | -10 | 74
c1ccc(-c2nnc(CSc3nnc(-c4ccncc4)n3Cc3ccco3)o2)cc1 | 20 | 93 | 73 | -24% | -6 | 157 | 2% | 6 | 157
COc1ccc(NC(=O)c2c(C(F)(F)F)nn(C)c2SCc2ccccc2Cl)cc1 | x | x | x | 9% | x | x | -3% | x | x
O=C(NCCOc1ccccc1)c1n[nH]c(=O)c2ccccc12 | 11 | 103 | 91 | 20% | 2 | 132 | -5% | -2 | 132
O=C(CSc1nnc2ccccn12)c1ccccc1 | -21 | 91 | 112 | -4% | -1 | 69 | 12% | 1 | 69
O=C(c1ccc(COc2c(F)c(F)c(F)c(F)c2F)o1)N1CCN(Cc2ccc3c(c2)OCO3)CC1 | -21 | 28 | 49 | x | 0 | 110 | x | 0 | 110
CN(Cc1ccccc1)C(=O)c1cccc(NC(=O)c2ccco2)c1 | 4 | 98 | 94 | -3% | -14 | 130 | -7% | 14 | 130
O=C(N/N=C\c1cn(-c2ccccc2)nc1-c1ccccc1)c1ccc(Br)o1 | x | x | x | -11% | -4 | 160 | 10% | 4 | 160
O=C(Nc1cccc2c1CCCC2)c1ccc(Br)o1 | 12 | 89 | 76 | -18% | -3 | 175 | -2% | 3 | 175
CC(C)(C)c1ccccc1OCCCCN1CCCC1 | -5 | 64 | 69 | -44% | -26 | 158 | -3% | 26 | 158
CC1C(C)C(O)(c2ccccc2)CCN1C (configuration not stated) | -20 | 98 | 118 | x | -19 | 162 | x | 19 | 162
CCCc1nn(-c2cc(Cl)ccc2OC)c2c1C(=O)CCC2 | -17 | 75 | 92 | 6% | -13 | 171 | 15% | 13 | 171
COCCn1nnnc1CN1CCC(NC(=O)Nc2cccc(OC)c2)CC1 | 11 | 101 | 90 | 3% | 2 | 203 | -9% | -2 | 203
O=C(NC(CO)c1ccccc1)c1ccco1 (configuration not stated) | -11 | 92 | 103 | 26% | x | x | 7% | x | x
Cc1ccc(C(=O)C(NC(=O)c2ccco2)N2CCOCC2)cc1 (configuration not stated) | 11 | 84 | 74 | -9% | -2 | 134 | 2% | 2 | 134
COc1ccc(CCNC(=O)CSc2nncn2N)cc1OC | 3 | 98 | 95 | 0% | -8 | 111 | -5% | 8 | 111
Cc1cc(CC(C)C)n(-c2nc3ccccc3c(=O)n2OCC(=O)N(C)C)n1 | x | x | x | -74% | -4 | 184 | 9% | 4 | 184
COC(=O)C1=C(C)NC(C)=C(C(=O)OC)C1c1ccc(OC(=O)c2ccco2)cc1 | 2 | 83 | 81 | 1% | 6 | 117 | 6% | -6 | 117
O=C(NCc1ccco1)c1sc2ccccc2c1Cl | 16 | 88 | 72 | x | -1 | 122 | x | 1 | 122
Nc1nc2nc(-c3ccccc3)cc(=O)n2[nH]1 | 3 | 103 | 100 | 13% | -2 | 169 | 2% | 2 | 169
Cc1nc2ncnn2c(C)c1CCC(=O)N1CCc2ccccc2C1 | 1 | 88 | 87 | 0% | 9 | 98 | 4% | -9 | 98
CCOC(=O)N1CCN(S(=O)(=O)c2cccc3nonc23)CC1 | -3 | 94 | 96 | -3% | x | x | 0% | x | x
COC(=O)c1sccc1OC(C)C(C)=O (configuration not stated) | x | x | x | 0% | -1 | 94 | -8% | 1 | 94
O=c1oc2ccccc2cc1-c1cn2cccnc2n1 | -3 | 84 | 88 | 7% | -6 | 134 | 2% | 5 | 134
CC(=O)c1c(N)c(C#N)c(C)n1-c1ccc(Br)cc1 | x | x | x | 17% | -14 | 148 | -5% | 14 | 148
O=C(c1ccc(F)cc1)N1CCC(N2CCCCCC2)CC1 | x | x | x | -62% | x | x | 4% | x | x

Only part of the results is shown. The share of hits here may be higher or lower than overall.
